Bioassay records from PubChem.
DSG3 Ab inh: human desmoglein-3 autoantibody binding inhibition. 0.48% of 310,000 active. DSG3-coupled beads, scFv-anti-DSG3-GFP binding, flow cytometry; stronger effect = lower value. P32926. binding (percent of control), % at 10 µM;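 active = binding more than 3 SD below its plate's average and above zero; inconclusive = below that plate limit but binding exactly zero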;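 note: hits lower antibody fragment binding to DSG3; some compounds called inactive have numbers as strong as hits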
Arr AP2 block: inhibitors of human beta-arrestin and AP2 interaction; 0.31% of 340,000 active; inhibition, % at 10 µM; FITC-arrestin peptide / GST-AP2 beads, flow cytometry; AP2 beta2 appendage carries R879A mutation;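 active = inhibition above a set limit, near 3 SD of compounds lacking own fluorescence, cut at about 54% in these data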;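 note: plate controls were DMSO wells for no effect and 5 µM unlabelled arrestin peptide for full effect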
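Assay system: GST-AP2 R879A bound to glutathione beads, E. coli-expressed; Medium: PBS with 0.05% Tween 20 and 0.1% BSA; Also added: fluorescein-tagged arrestin peptide at 50 nM final; Timing: 12 min plus 1 h, RT; Measured by: flow cytometry, FL1 (488/535 nm); Evaluation: percent drop in bead-associated FITC signal.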
MOR-DOR ag: agonists of human mu-delta opioid receptor heterodimerization; P35372+P41143; cells, OPRM1-OPRD1 heterodimerization, luminescence; activation, % at 9.3 µM; 0.3% of 340,000 active; AID 504326; in the data active = activation above about 18%;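 note: 0% = vehicle-treated cells and 100% = reference agonist; values of inactives mirror those of a sister screen read the other way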
RTF Ca sens inh: cardiac RTF calcium desensitization | inhibition, % at 7.15 µM | IANBD-labeled cardiac RTF, Ca2+ fluorescence | AID 493244 | P19429+P45379 | 0.12% of 340,000 active;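 active = inhibition above the mean inhibition of all tested compounds plus 3 SD, cut at about 17% in these data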;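 note: assay run at fixed EC70 calcium of 1.6 mM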
MOR-DOR inv ag: inverse agonist of human OPRM1-OPRD1 heterodimerization; P35372+P41143; cell-based MOR-DOR heterodimer luminescence, inverse agonism; inhibition, % at 9.3 µM; 0.21% of 340,000 active; AID 504357; in the data active = inhibition above about 22%, passing the limit was not always enough;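 note: 0% = cells with DMSO and 100% = wells without cells with DMSO; values of inactives mirror those of a sister screen read the other way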
C-LANA FP: KSHV C-LANA DNA binding inhibition | MBP-C-LANA/FAM-LBS DNA binding, fluorescence polarization | inhibition, % at 9 µM | 0.078% of 340,000 active | AID 504423;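 active = highest replicate inhibition at or above 60% at 9 µM, even if other replicates fall short; inactive = all replicates below 60% inhibition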;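 note: 0% = neutral control wells and 100% = 4 µM acridine orange control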
Keap1-Nrf2 PPI: Keap1-Nrf2 (human) interaction inhibition; Keap1 Kelch-Nrf2 peptide fluorescence polarization, 1536-well; inhibition, % at 9.4 µM; 0.15% of 340,000 active; AID 504523; in the data active = inhibition above about 12%; inconclusive = no clear call, values can overlap the other calls; inactive = below about 7.3%;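 note: human Keap1 Kelch domain with fluorescein labeled Nrf2 9mer peptide probe; 0% = neutral control wells and 100% = peptide positive control; higher means more block of Keap1 binding to Nrf2 peptide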
Target sequence (Q14145 whole entry, looked up, the tested form may be a part): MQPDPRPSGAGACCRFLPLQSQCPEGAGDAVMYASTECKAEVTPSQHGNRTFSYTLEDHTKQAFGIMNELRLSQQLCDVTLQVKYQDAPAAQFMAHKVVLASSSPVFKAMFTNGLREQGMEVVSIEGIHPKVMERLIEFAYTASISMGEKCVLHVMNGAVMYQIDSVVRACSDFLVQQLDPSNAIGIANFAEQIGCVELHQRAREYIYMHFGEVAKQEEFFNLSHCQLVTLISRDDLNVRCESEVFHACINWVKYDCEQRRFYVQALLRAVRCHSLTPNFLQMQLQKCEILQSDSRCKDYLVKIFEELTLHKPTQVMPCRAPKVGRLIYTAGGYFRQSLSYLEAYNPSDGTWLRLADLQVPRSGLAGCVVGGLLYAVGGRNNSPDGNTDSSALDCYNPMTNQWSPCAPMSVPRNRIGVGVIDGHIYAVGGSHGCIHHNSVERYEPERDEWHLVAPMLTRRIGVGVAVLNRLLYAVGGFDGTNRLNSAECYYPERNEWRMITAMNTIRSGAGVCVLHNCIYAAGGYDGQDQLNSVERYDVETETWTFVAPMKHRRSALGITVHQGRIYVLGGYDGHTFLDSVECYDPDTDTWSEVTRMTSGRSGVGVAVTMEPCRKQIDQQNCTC
V-ATPase pH: yeast V-ATPase proton transport regulation by pHLuorin; 0.37% of 350,000 active; response, % at 10 µM; S. cerevisiae, pHLuorin cytosolic pH fluorescence; AID 504577; in the data active = response mostly above about 7.3%, no sharp cut-off; inactive = mostly below about 5.4%; note: actives read high; inactives centre near 0; some compounds called inactive have numbers as strong as hits; reference of the scale not given here
Wnt bcat act: activates Wnt/beta-catenin signaling in a reporter cell assay. activator, plate reader. activation, % at 9.35 µM. 1.2% of 300,000 active. AID 743398; in the data active = activation above about 30%, passing the limit was not always enough; inconclusive = no clear call, values can overlap the other calls;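 note: 0% = neutral control wells and 100% = positive control wells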
cardiac RTF act: increases calcium sensitivity of human cardiac regulated thin filaments; IANBD-labeled TnC RTF fluorescence at EC20 calcium; 0% EC20 calcium, 100% full calcium; 0.24% of 340,000 active; AID 493008; activation, % at 7.2 µM;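 active = activation above the mean over all tested compounds plus 3 SD, cut at about 30% in these data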;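 note: rise in fluorescence read as greater calcium sensitivity of cardiac thin filaments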
Numbers without * were called inactive; ? = inconclusive; / = no result given; & = joins results of further samples.

SMILES	DSG3 Ab inh	Arr AP2 block	MOR-DOR ag	RTF Ca sens inh	MOR-DOR inv ag	C-LANA FP	Keap1-Nrf2 PPI	V-ATPase pH	Wnt bcat act	cardiac RTF act
COc1ccccc1N1CCN(Cc2nc3ccccc3[nH]2)CC1	103	1	-0.3	-10	2	-1.4	-4	-2	2	4
NC1=NC[C@H](c2ccccc2)N1CCc1cc(C(F)(F)F)cc(C(F)(F)F)c1	108	/	-0.6	-7	4	0.1	-7	-1	-11	-1
CCC(C)Nc1nc2ccccc2n2c(C)nnc12 (centres undefined)	104	0	-0.7	-10	3	-1.2	-4	1	3	5
CCC(=O)N/N=C/c1ccc(OS(=O)(=O)c2ccccc2)cc1	104	/	-3.1	-5	16	-2.4	-3	0	/	1
CCn1c(CNC(=O)c2ccco2)nnc1SCC(=O)c1ccc(OC)cc1	86	-8	5.2	3	-37	0.3	-3	-3	3	-3
Cc1ccc2nc(-c3ccc(NC(=O)CN4CCN(c5ccccn5)CC4)cc3)sc2c1	104	4	/	/	/	/	/	-1	36*	/
CCn1c(C)nc2cc(C(=O)NNS(=O)(=O)c3ccc(C)cc3C)ccc21	99	-10	-1.7	0	10	2.7	3	-1	/	-6
CCCc1cc(C(=O)Nc2ccc(C(=O)OC)cc2)cs1	/	-12	1.6	-7	-8	1.0	5	0	1	0
CC1(C)Cc2nc3sc4c(=O)n(CC(=O)NCc5ccccc5)cnc4c3cc2CO1	89	-3	-3.2	-9	15	0.3	-4	5	-5	5
O=C(N/N=C/c1ccc(OC(=O)c2ccccc2Cl)cc1)c1cc(O)cc(O)c1	105	15	-6.2	12	20	12	-3	2	-6	-5
CC(=O)c1ccc(NC(=O)CSc2nc(C)cc(C)c2C(N)=O)cc1	104	-5	-2.5	9	12	-0.2	2	-1	0	2
O=C1NC(=S)NC1=Cc1ccc2c(c1)CCC2	93	34	1.8	-7	-8	-0.8	-2	2	1	1
COc1ccc(CNC(=O)CCn2ccc3cc(S(=O)(=O)N4CCCC4)ccc32)cc1	/	18	-2.9	-7	15	-1.2	2	-5	-3	-4
CN1CCN(C(=O)c2ccc(COc3ccc(Cl)cc3Cl)cc2)CC1	100	10	-2.2	2	12	1.9	-4	1	/	2
O=C(Cn1nc(C(F)(F)F)c2c1CCC2)NC1CCCCC1	102	-1	1.1	4	-5	0.1	3	0	-6	-4
Cc1noc(C)c1C(=O)OC(C)C(=O)N1CCc2ccccc21 (centres undefined)	103	-6	-0.4	0	2	0.1	-4	-2	2	1
O=C(CN1C(=O)NC2(CCOc3ccccc32)C1=O)Nc1cccc([N+](=O)[O-])c1 (centres undefined)	87	5	-3.5	-6	15	0.6	0	-1	-2	1
CC(=O)Nc1ccc(SCCN2CC[C@@H](O)CCC2=O)cc1	104	-2	-0.9	-8	5	1.9	4	-2	1	-3
O=C(O)c1ccccc1-c1nc2cc(Cl)ccc2c(=O)n1O	98	2	-2.3	-8	13	-0.2	0	1	0	1
Cc1onc(-c2ccccc2)c1C(=O)OCC(=O)Nc1ccc(C#N)cc1	92	23	6.2	10	-25	-1.8	1	-2	0	1

The last two compounds of the part before come first, to join the parts.
SMILES	DSG3 Ab inh	Arr AP2 block	MOR-DOR ag	RTF Ca sens inh	MOR-DOR inv ag	C-LANA FP	Keap1-Nrf2 PPI	V-ATPase pH	Wnt bcat act	cardiac RTF act
O=C(O)c1ccccc1-c1nc2cc(Cl)ccc2c(=O)n1O	98	2	-2.3	-8	13	-0.2	0	1	0	1
Cc1onc(-c2ccccc2)c1C(=O)OCC(=O)Nc1ccc(C#N)cc1	92	23	6.2	10	-25	-1.8	1	-2	0	1
COc1cc(OC)c(NC(C)C(=O)NCc2ccccc2)cc1Cl (centres undefined)	101	-3	-2.3	-9	13	1.4	1	2	0	-3
N#Cc1c(NC(=O)c2ccc(Cn3cc(Br)cn3)o2)sc2c1CCCCC2	105	-7	3.2	-9	-18	-1.3	-4	1	/	12
Cc1ccc(/C=C2/SC(=S)N(CCC(=O)N3CCOCC3)C2=O)cc1	108	-1	-0.7	-17	4	-1.4	-1	-3	-4	7
COc1ccc(-n2c(C)nc(=O)c(-c3ccccc3)c2C)cc1	99	4	-1.6	0	9	-1.1	4	3	-2	1
FC(F)Oc1ccccc1/C=N/n1cnc2ccccc21	109	6	0.1	-1	-1	0.7	-3	-4	?	15
Cc1ccc(C(=O)N/C(=C\c2ccco2)C(=O)NCc2cccnc2)cc1	101	-1	-2.7	-13	17	-0.2	-7	1	/	-2
CCN(CC1COc2ccccc2O1)C(=O)CN1C(=O)NC(C)(c2ccccc2)C1=O (centres undefined)	107	-12	1.5	1	-6	-0.3	3	4	-1	-4
O=C(Nc1ccc(-c2ccco2)cc1)C1CCCN(Cc2ccc(CO)o2)C1 (centres undefined)	102	-5	-1.6	-1	9	2.3	-2	-1	-2	-2
CN(CCOc1ccccc1)C(=O)c1ccc(N2CCCC2)c([N+](=O)[O-])c1	/	17	-0.1	-6	1	-1.8	0	-1	-4	0
O=S(=O)(Nc1ccc(-c2nc3cccnc3s2)cc1)c1cc(F)ccc1F	97	-5	-1.3	-1	7	0.4	0	-1	-1	-3
CSCCC(=O)Nc1ccc(C(C)=O)cc1	102	-1	-1.0	-3	6	0.3	-2	6	-1	4
COc1ccc(-c2oc3ccc(-c4cc(OC)c(OC)c(OC)c4)cc3c2C#Cc2ccsc2)cc1	105	-6	-1.7	-5	10	1.5	1	3	3	-6
O=C(NCc1ccco1)c1nc(-c2ccc(F)cc2)no1	85	4	-3.1	-4	16	0.6	-8	-2	0	-2
COC(=O)/C(=C\Nc1ccccc1N)c1ncc(C(F)(F)F)cc1Cl	103	-7	3.1	-3	-14	0.3	-5	-5	/	-4
CCCNS(=O)(=O)c1ccc(CCC(=O)N2CCCC2)cc1	101	11	-2.3	-3	12	0.7	-2	1	3	-1
CCN(CC)S(=O)(=O)c1ccc(NC(=O)CO/N=C(\N)c2ccccc2)cc1	101	5	-1.8	-10	10	0.4	-3	-4	-1	-3
COc1cc(O)ccc1/C=N/NC(=O)c1ccc([N+](=O)[O-])cc1	95	7	0.9	-2	-5	-0.2	3	1	-10	-3
Cc1ccc(-c2cc(C(=O)N3CCN(c4ccc(F)cc4)CC3)c3ccccc3n2)o1	103	8	1.6	2	-9	-1.0	-6	-1	/	8
COc1ccc(CNc2nc3c(c(=O)n(Cc4ccc(Br)cc4)c(=O)n3C)n2C)cc1	102	-4	5.2	-2	-28	-0.5	-1	0	-7&-5	3
Cc1ccc(N2C(=O)CSC2c2ccccn2)cc1Cl (centres undefined)	99	-4	-1.9	-5	11	1.5	-4	-3	/	-2
COc1cccc(OC)c1OC(=O)c1cnccn1	69	14	-0.9	1	6	-1.0	-1	2	-3	-4
NC(=O)C1CCCN(C(=O)NC2CCCCC2)C1 (centres undefined)	112	8	-0.7	-8	3	-0.7	0	2	/	0
Cc1sc2ncn(CC(=O)OCC(=O)NC(C)(C)C)c(=O)c2c1C	104	10	1.2	-6	-7	-2.6	-3	-1	/	-6
COc1ccc(-c2cc3c(=O)n(CC(=O)Nc4cccc(Cl)c4)nc(C)n3n2)cc1	97	14	2.1	-1	-11	-0.7	2	-2	-4	0
Cc1sc2ncn(CC(=O)NCc3ccccc3)c(=O)c2c1C	98	-1	-2.6	-10	14	1.0	-4	0	-2	-1
Cc1cc(Cl)ccc1OCC(=O)NNC(=O)C1CCN(c2ncnc3sc(C)c(C)c23)CC1	103	-2	3.4	3	-14	1.3	0	0	0	3
O=c1oc2ccccc2c(N2CCCCC2)c1[N+](=O)[O-]	85	-6	-3.5	-21	17	-0.2	1	-2	13	-10
Cc1ccccc1Cn1cc(NC(=O)c2nn(C)cc2Cl)cn1	97	0	-3.0	-2	16	0.9	3	-1	0	-3
Cc1ccc(CN2CCN(Cc3ccncc3)CC2CCO)o1 (centres undefined)	82	0	-0.7	-1	4	1.9	-1	0	3	5
COc1ccc(C/C(C)=N/NS(=O)(=O)c2ccc(Br)cc2)cc1	102	-3	-1.2	8	7	-0.1	-1	-3	2	-2
CCOC(=O)c1csc(NC(=O)c2cc(=O)c3ccccc3o2)n1	100	3	-2.6	6	13	-0.1	-5	1	-1	4
OCC[C@H]1C[C@@H](O)[C@H](O)[C@]2(Cc3ccccc3O2)O1	106	2	-1.7	-5	10	2.4	5	-3	-1	-1
Cn1c(=O)c2c(ncn2Cc2ccc(Cl)cc2)n(C)c1=O	103	-10	-2.1	5	12	4.7	0	2	-2	5
COC(=O)c1ccc(NC(=O)c2ccc(OC(C)=O)c(OC)c2)cc1	102	19	2.4	-7	-13	1.9	-2	4	-1	-3
Cc1ccc(-c2nnn(CCOc3cccc(Br)c3)n2)cc1	105	-18	7.4	-1	-38	-1.3	5	2	-1	2
Cc1cc(C)c2nc(Cl)c(Cl)nc2c1	107	0	-2.2	-8	11	1.2	-4	3	4	-2
COc1ccc(C)cc1NC(=O)CN1C(=O)C2CC=CCC2C1=O (centres undefined)	112	2	-3.3	-12	13	1.0	-5	1	-2	-1
CC(=O)NC(CCS(C)(=O)=O)C(=O)Nc1c(F)cccc1F (centres undefined)	104	16	-0.4	2	2	-0.6	-6	-1	/	-4
COc1ccc(OC)c(C(=O)c2nc3c(n2O)CCCCC3)c1	106	1	-2.7	-4	13	-2.5	-3	-1	/	1
COc1ccc(-c2nnc(CSc3nc4ccccc4c(=O)n3CC(C)C)o2)cc1OC	102	-7	1.7	-3	-10	-0.4	-1	7	-2	1
CCCC(=O)N(CCN1CCOCC1)c1nc2ccc(OCC)cc2s1	116	-22	-2.6	-8	13	1.3	-1	0	-2	3
O=C(NC1(C(F)(F)F)NC(=O)N(Cc2ccco2)C1=O)c1cccs1 (centres undefined)	101	9	-2.1	1	10	-0.1	1	0	/	-3
O=C(c1cc2cc(Cl)ccc2[nH]1)N1CCN(c2ccccc2F)CC1	96	-7	4.3	-4	-21	-1.3	-3	-1	1	-1
O=C(O)C1CCCCC1C(=O)Nc1ccc2c(c1)CCC2 (centres undefined)	112	1	-3.1	0	14	1.4	-5	-2	/	0
CC(C)CCNC(=O)CCn1nc(-c2ccccc2)ccc1=O	96	11	-0.4	-30	3	-2.5	-5	3	0	-6
N#CCCn1cc(C(=O)O)c(-c2cccs2)n1	100	50	-0.9	4	5	0.1	1	-3	2	3
CC(=O)OCC(=O)C1(O)CCC2C3CCC4=CC(=O)CCC4(C)C3C(O)CC21C (centres undefined)	95	0	0.2	8	-1	-1.4	2	-3	2	3
C=CC[C@@H](Cc1ccc(F)cc1)C(=O)OC[C@@H]1CCCN1C(=O)[C@H](CC=C)CC(=O)N[C@H](CO)Cc1ccccc1	105	-4	6.0	-4	-35	0.9	-5	-4	-5	-1
O=C(Nn1c(-c2ccncc2)nc2ccccc2c1=O)c1ccc(Br)cc1	103	27	-1.8	-2	10	-1.3	5	0	-1	0
